Screening data (PubChem BioAssay)
Epigenetic derep – derepresses silenced GFP reporter in murine cells. murine LDR cells, GFP reporter derepression, 30 h. Potency, µM (highest dose often 53.9 µM), for the others: top-dose GFP activation, hits mostly activators. actives 0.2% (n = 280,000); active = well fitted activation curve with a large enough effect; inconclusive = small, poorly fitted or top-dose-only effect; note: % of control where 0% means no effect; nearly all actives have a fitted effect of over 60% in size
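Readout is the number of GFP-expressing murine LDR cells, counted by cytometry following washing. Cells were treated with compound for 30 h at 37 C; the stably integrated CMV-GFP locus is normally silent.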
* marks the source's active call; other numbers are inactive results; u = inconclusive. Potency is the fitted concentration of half-maximal effect. Some of the compounds tested, so the mix of outcomes need not match the whole.

SMILES	Epigenetic derep
CCc1nn2c(=O)c(S(=O)(=O)Nc3ccc(C)c(C)c3)c(C)nc2s1	3.0%
Cc1csc2nc(-c3cccc(NC(=O)c4c(F)cccc4F)c3)cn12	-4.0%
COc1cccc(NC(=O)CSc2nnc3[nH]c(=O)cc(-c4ccccc4)n23)c1	7.8%
COc1cccc(NC(=O)Cn2c(=O)n(CCc3ccc(OC)c(OC)c3)c(=O)c3ccccc32)c1	8.4%
COc1cccc(CNC(=O)C(NS(=O)(=O)c2ccc3c(c2)oc(=O)n3C)C(C)C)c1 (centres undefined)	1.9%
COc1ccccc1CNC(=O)c1cc(S(=O)(=O)N2CCCCCC2)cn1C	-1.7%
Cc1ccc(Nc2ncnc3sc4c(c23)CCC(C)C4)cc1C (centres undefined)	-2.8%
O=C(Cn1cc(S(=O)(=O)Cc2ccccc2Cl)c2ccccc21)NCc1ccccc1Cl	0.0%
O=C(C1CCN(c2ncnc3c2nc2n3CCCCC2)CC1)N1CCN(c2ccccc2)CC1	-1.2%
CCOc1ccc(N2CC(NC(=O)c3ccc4c(c3)OCO4)CC2=O)cc1 (centres undefined)	0.2%
COc1ccccc1N(CC(=O)NCCSCc1cccc(Cl)c1)S(C)(=O)=O	0.4%
COc1ccc(S(=O)(=O)NCC(c2ccco2)S(=O)(=O)c2ccc(C)cc2)cc1F (centres undefined)	5.3%
COc1cc(CNC(=O)CSCc2nc3cccnc3n2C2CCCCC2)cc(OC)c1OC	1.4%
Cc1cccc(Cn2c(CN3CCC(C(=O)NC(C)C)CC3)cc3ccccc32)c1	-1.3%
Cc1ccc2c(=O)cc(C(=O)Nc3ccc(S(=O)(=O)Nc4nc(C)cc(C)n4)cc3)oc2c1	0.0%
CCN(Cc1ccccc1)C(=O)C1CCN(S(=O)(=O)c2c(C)noc2/C=C/c2ccc(C)cc2)CC1	-1.7%
Cc1ccc(CNC(=O)C2CCN(c3nc4ccc(C)cc4[nH]3)CC2)cc1	14%
CCOC(=O)c1c(NC(=O)CCCOc2ccc(C(C)(C)C)cc2)sc2c1CCCC2	-1.1%
Cc1cc2nnc(SCC(=O)Nc3ccc(F)c(Cl)c3)n2c2ccccc12	0.9%
Cc1cccc(COc2ccc(-c3cc(C(F)(F)F)n4nc(C)cc4n3)cc2)c1	2.2%
COc1cccc(-c2nc3c(C#N)c[nH]n3c2NC2CCC(C)CC2)c1 (centres undefined)	-1.3%
COc1ccc(-n2ncc(C(=O)NCc3ccccc3)c2C2CCN(C(=O)OC(C)(C)C)CC2)cc1	-0.2%
CC(C)c1ccc(NC(=O)c2ccc(=O)n(Cc3ccccc3)c2)cc1	0.2%
Cc1ccc(CNCc2c(C(=O)O)n(Cc3ccccc3C)c3cc(C)ccc23)cc1	-2.9%

Reformatted: entries from further up
SMILES,Epigenetic derep
Cc1cc2nnc(SCC(=O)Nc3ccc(F)c(Cl)c3)n2c2ccccc12,0.9%
Cc1cccc(COc2ccc(-c3cc(C(F)(F)F)n4nc(C)cc4n3)cc2)c1,2.2%

(next part)
SMILES	Epigenetic derep
CCOC(=O)c1cnc2ccc(Cl)cc2c1Nc1ccc(N2CCOCC2)cc1	2.2%
Cc1ccc(C(=O)Nc2ccccc2)cc1S(=O)(=O)Nc1ccc(Br)cc1	-0.5%
O=C(CS(=O)(=O)c1cccc2nsnc12)Nc1cc(F)ccc1F	0.0%
Cc1ccc(CNC(=O)CCNS(=O)(=O)c2cccc3nsnc23)cc1	-0.8%
COCCN1C(=O)N(c2cccc(OC)c2)C(=O)C1CC(=O)Nc1ccccc1 (centres undefined)	0.0%
Cc1ccc(NC(=O)CSc2ncc3c(n2)-c2ccccc2N(C)S3(=O)=O)c(Cl)c1	12%
Cc1ccc(NC(=O)C(=O)NCC(c2ccc3c(c2)OCO3)N2CCOCC2)c(C)c1 (centres undefined)	0.0%
COc1cccc(NC(=O)C(=O)NCCc2csc(-c3ccc(C)cc3)n2)c1	0.8%
CCOC(=O)CSc1nc2cc3c(cc2c(=O)n1CCCCCC(=O)NCc1ccc(OC)cc1)OCO3	-1.3%
COC(=O)c1ccc(NC(=O)N2CCC(CN3CCc4ccccc4C3)CC2)cc1	-1.2%
CCCCN(C)CC(O)Cn1cc(/C=C/C(=O)c2ccc(OCC)cc2)c2ccccc21 (centres undefined)	6.2%
O=C(CS(=O)(=O)c1cccc2nsnc12)N1CCN(c2ccc(F)cc2)CC1	2.5%

Reformatted with each value named: part of the list above
> Cc1ccc(CNC(=O)CCNS(=O)(=O)c2cccc3nsnc23)cc1
  Epigenetic derep: -0.8%

> COCCN1C(=O)N(c2cccc(OC)c2)C(=O)C1CC(=O)Nc1ccccc1 (centres undefined)
  Epigenetic derep: 0.0%

> Cc1ccc(NC(=O)CSc2ncc3c(n2)-c2ccccc2N(C)S3(=O)=O)c(Cl)c1
  Epigenetic derep: 12%

> Cc1ccc(NC(=O)C(=O)NCC(c2ccc3c(c2)OCO3)N2CCOCC2)c(C)c1 (centres undefined)
  Epigenetic derep: 0.0%

(cont.)
SMILES	Epigenetic derep
CCc1ccccc1NC(=O)CSc1ncc(S(=O)(=O)c2ccc(C(C)C)cc2)c(N)n1	0.0%
Cc1ccc(Nc2cc(C)nc(-n3nc(C)cc3C)n2)cc1	1.5%
CC(Sc1cn(CCNC(=O)c2ccccc2F)c2ccccc12)c1ccccc1 (centres undefined)	-0.2%
Cc1cc(NC(=O)CN(C)S(=O)(=O)c2ccc3c(c2)CCCC(=O)N3)ccc1Br	-1.3%
COc1ccc(CNc2nc3c(S(=O)(=O)c4ccccc4)nnn3c3ccc(Cl)cc23)cc1	2.2%
Cc1ccc(OC(C)C(=O)Nc2nonc2-c2ccc(Br)cc2)cc1C (centres undefined)	-1.5%
COc1ccccc1NC(=O)c1ncoc1-c1ccco1	-3.4%
Cc1c(Cl)cccc1NC(=O)CC(c1cccs1)N1Cc2ccccc2C1=O (centres undefined)	1.4%
Cn1cnc(S(=O)(=O)N2CCC(C(=O)NCc3ccccc3Cl)CC2)c1	-6.0%
COc1cc2c(cc1OC)C(COc1cccc(C(F)(F)F)c1)N(C(=O)c1ccc(S(=O)(=O)N3CCCC3)cc1)CC2 (centres undefined)	-1.3%
Cc1ccc(CNC(=O)c2ccc(-n3c(C)cc4c3CCCC4)cc2)cc1	u
Cn1c(=NC(=O)c2ccc(F)cc2)sc2cc(Br)ccc21	-0.2%

Shown field by field: entries from further up
COc1ccc(CNc2nc3c(S(=O)(=O)c4ccccc4)nnn3c3ccc(Cl)cc23)cc1
  Epigenetic derep = 2.2%
Cc1cc(NC(=O)CN(C)S(=O)(=O)c2ccc3c(c2)CCCC(=O)N3)ccc1Br
  Epigenetic derep = -1.3%

New compounds follow
SMILES	Epigenetic derep
O=C(Cn1cc(SCc2ccc(F)cc2)c2ccccc21)N1CCCCCC1	4.1%
CCCCOc1cccc(C2c3c(oc4ccccc4c3=O)C(=O)N2c2ccccn2)c1 (centres undefined)	4.9%
CN(CC(=O)NCc1ccc(Cl)cc1)S(=O)(=O)c1ccc2[nH]c3c(c2c1)CCCC3	-1.2%
Cc1cccc(NC(=O)CSc2nc3ccc(NC(=O)c4ccco4)cc3s2)c1	0.0%
CCOc1ccc(CNC(=O)CN2N=C(c3ccccc3)CCC2=O)cc1OC	2.5%
COc1ccc(OC)c(NC(=O)c2cccn2-c2nnc(N3CCCCC3)s2)c1	0.7%
CC(=O)c1cccc(NC(=O)C(CC(C)C)NS(=O)(=O)c2ccc3c(c2)CCN3C(C)=O)c1 (centres undefined)	-2.8%
CCOc1ccc(C(=O)Nc2nnc(SCc3cc(=O)n4ccccc4n3)s2)cc1	-2.9%
Cc1nc2nc(C)c(CCC(=O)NCCc3ccccc3)c(C)n2n1	-0.3%
CCOc1ccc(CN2C(=O)c3ccccc3Sc3ccc(C(=O)O)cc32)cc1	6.5%
CC(=O)c1cc(-c2ccc(F)cc2)n(CC(=O)Nc2cc(C)cc(C)c2)c1C	0.8%
CC(NC(=O)c1c2c(nc3ccccc13)C(=O)N(C1CCCCC1)C2)c1ccccc1 (centres undefined)	0.0%
CCc1ccccc1NS(=O)(=O)c1ccc2[nH]cc(C(=O)N3CCCCC3)c(=O)c2c1	-3.9%
CCOCCCn1c(=N)c(S(=O)(=O)c2ccc(C)cc2)cc2c(=O)n3cccc(C)c3nc21	1.3%
CCOc1ccccc1CNC(=O)c1ccc2c(c1)nc1n2CCC(C)C1 (centres undefined)	-2.2%
COc1cccc(C2CC(=O)Nc3c2c(=O)n(C)c2nc4ccccc4n32)c1 (centres undefined)	-0.2%
COc1cccc(C(=O)CC2(O)C(=O)Nc3ccc(Cl)cc32)c1 (centres undefined)	2.2%
COc1ccc(-c2c3c(=O)n(C)c(=O)n(C)c3c3c(-c4ccc(C)cc4)nc4ccccc4n23)cc1	-1.0%
COc1ccc(-c2cccc(NS(=O)(=O)c3cc(C)c(Cl)cc3C)c2)nn1	0.0%
CCC(C)n1c(=N)c(C(=O)NC2CCCCC2)cc2c(=O)n3cc(C)ccc3nc21 (centres undefined)	-0.7%
CCc1ccc2oc(-c3ccc(NC(=O)c4cccc(Cl)c4Cl)cc3)nc2c1	3.2%
CCOc1ccc(NC(=O)CSc2nc3nc(C)c(Cc4ccccc4)c(C)n3n2)cc1	3.3%
Cc1ccc(C2CC(=O)Nc3cc4c(cc32)OCCO4)cc1 (centres undefined)	-1.8%
O=C1c2[nH]nc(-c3ccccc3O)c2C(c2cccc(Br)c2)N1Cc1ccncc1 (centres undefined)	4.6%

An excerpt from above in order of length of the SMILES, rising:
SMILES	Epigenetic derep
Cc1ccc(C2CC(=O)Nc3cc4c(cc32)OCCO4)cc1 (centres undefined)	-1.8%
COc1cccc(C2CC(=O)Nc3c2c(=O)n(C)c2nc4ccccc4n32)c1 (centres undefined)	-0.2%
CCOc1ccc(NC(=O)CSc2nc3nc(C)c(Cc4ccccc4)c(C)n3n2)cc1	3.3%
O=C1c2[nH]nc(-c3ccccc3O)c2C(c2cccc(Br)c2)N1Cc1ccncc1 (centres undefined)	4.6%
CCC(C)n1c(=N)c(C(=O)NC2CCCCC2)cc2c(=O)n3cc(C)ccc3nc21 (centres undefined)	-0.7%

Additional entries
SMILES	Epigenetic derep
O=C(Cn1c(=O)nc(-c2ccccc2F)c2cc(Cl)ccc21)N1CCN(c2ccccc2F)CC1	-1.2%
Cc1cc(C)c(/C=C/c2onc(C)c2S(=O)(=O)N2CCC(C(=O)N(C)Cc3ccccc3)CC2)c(C)c1	-1.7%
COc1ccc(Cn2c(C(=O)O)c(CNC3CCCC3)c3ccc(C)cc32)cc1	3.2%
COc1ccc(OC)c(S(=O)(=O)Nc2cc3c(cc2C)n(C)c(=O)c(=O)n3C)c1	1.1%
Cc1cc2n(n1)CCCN2C(=O)Nc1cccc(C)c1C	0.0%
CCn1cc2nc(SCc3ccccc3Cl)n(Cc3ccc(OC)cc3)c(=O)c2n1	2.5%
CCOc1ccc(C(=O)NCCn2cc(SCC(=O)Nc3ccc4c(c3)OCCO4)c3ccccc32)cc1	u
CCN(C(=O)Cn1c(=O)n(CC2CCC(C(=O)NC)CC2)c(=O)c2sccc21)c1ccccc1 (centres undefined)	0.0%
Cc1c(Cl)cccc1-n1nc(C)c2c(C(=O)NCc3ccccc3)cc(C3CC3)nc21	-1.3%
COc1cccc(CNC(=O)C(Cc2ccccc2)NS(=O)(=O)c2ccc3c(c2)CCN3C(C)=O)c1 (centres undefined)	-0.2%
COc1ccc(OC)c(CCNC(=O)c2sc3nc4n(c(=O)c3c2C)CCCC4)c1	9.3%
COc1ccc(CCNC(=O)C2CCN(Cc3nc(-c4ccc(OC)c(OC)c4)oc3C)CC2)cc1OC	-1.1%
CC(C)c1ccc(NC(=O)c2cc3c(s2)-c2ccccc2SC3)cc1	0.0%
COC(=O)C1=C(CS(=O)(=O)c2ccc(C)cc2C)NC(=O)NC1c1ccc(C)cc1 (centres undefined)	-2.7%
COc1ccc(C(=O)Nc2cc(-c3ccccc3)nn2-c2ccccc2)cc1	-0.7%
COc1ccccc1CNC(=O)C(Cc1ccccc1)NS(=O)(=O)c1ccc2c(c1)CCN2C(C)=O (centres undefined)	-1.3%
CCn1c(=O)c2cc(C(=O)Nc3cccc(C(F)(F)F)c3)sc2c2ccccc21	0.0%
Cc1ccc(NS(=O)(=O)c2c(C(=O)N3CCCCCC3)c(C)n(C)c2C)cc1F	1.1%
CC(C)N(Cc1ccccc1)c1ncnc2c1nnn2C	-2.2%
COC(=O)c1sc(N2C(=O)c3oc4ccccc4c(=O)c3C2c2ccc(O)cc2)nc1C (centres undefined)	-2.5%
O=C(O)c1c(CNCc2cccc(F)c2)c2ccccc2n1Cc1ccccc1	-1.1%
COCCNC(=O)CN1C(=O)c2cccnc2Oc2ccc(Cl)cc21	-1.2%
Cc1ccc(Cl)cc1N1CCN(C(=O)CCCn2c(=O)[nH]c3ccc(Br)cc3c2=O)CC1	-1.8%
CCCCn1c(C2CC(=O)N(c3ccc(OCC)cc3)C2)nc2ccccc21 (centres undefined)	0.0%
COc1ccccc1NC(=O)N(Cc1ccco1)C1CCN(C(C)=O)CC1	-1.1%
Cc1ccc(CCNS(=O)(=O)c2c(C)nc3sc(C)c(C)n3c2=O)cc1	-1.1%
CCCCOC(=O)c1c(C)oc2ccc(NS(=O)(=O)c3ccc(F)cc3C)cc12	6.7%
COc1ccccc1OCCSc1nc(-c2ccc(C(C)(C)C)cc2)nc2cc(=O)[nH]n12	-2.0%
O=C(Nc1ccc(F)cc1Cl)n1ncc2cc(Cl)ccc21	-3.3%
Cc1cccc(N2CCN(C(=O)c3ccc(Nc4nc5ccccc5n5nnnc45)cc3)CC2)c1C	1.8%
Cc1ccc(C)c(N2CCN(C(=O)c3cc(S(=O)(=O)N4CCCC4)c[nH]3)CC2)c1	2.1%
CCOc1cccc(C2c3c(oc4ccc(F)cc4c3=O)C(=O)N2CCc2ccc(OC)cc2)c1 (centres undefined)	0.0%
COc1ccc(N(C)S(=O)(=O)c2ccc3c(c2)CCN3C(=O)CCC(=O)O)cc1	1.9%
COc1ccc(N2C(=O)CCSC23C(=O)N(Cc2ccc(F)cc2)c2ccccc23)cc1Cl (centres undefined)	1.3%
COc1ccc(OC)c(NC(=O)CSc2c3c(nc4cc(Cl)ccc24)CCCC3)c1	0.6%
